High-throughput results as filed in PubChem BioAssay.
MEX-5 binding – C. elegans MEX-5 TCR-2 RNA binding activity. actives 0.38% (n = 300,000). AID 1832. activity score (negative = inhibition of binding), % at 10 µM. MEX-5/FITC-TCR2 RNA binding, fluorescence polarization; hits give low values;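 active means inhibition past about -25% in most replicates, and total fluorescence under double the plate's negative control median, limit read from the data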;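 further: 0% = DMSO and -100% = 5 µM competing unlabeled TCR2 RNA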
Target sequence (Q9XUB2 whole entry, looked up): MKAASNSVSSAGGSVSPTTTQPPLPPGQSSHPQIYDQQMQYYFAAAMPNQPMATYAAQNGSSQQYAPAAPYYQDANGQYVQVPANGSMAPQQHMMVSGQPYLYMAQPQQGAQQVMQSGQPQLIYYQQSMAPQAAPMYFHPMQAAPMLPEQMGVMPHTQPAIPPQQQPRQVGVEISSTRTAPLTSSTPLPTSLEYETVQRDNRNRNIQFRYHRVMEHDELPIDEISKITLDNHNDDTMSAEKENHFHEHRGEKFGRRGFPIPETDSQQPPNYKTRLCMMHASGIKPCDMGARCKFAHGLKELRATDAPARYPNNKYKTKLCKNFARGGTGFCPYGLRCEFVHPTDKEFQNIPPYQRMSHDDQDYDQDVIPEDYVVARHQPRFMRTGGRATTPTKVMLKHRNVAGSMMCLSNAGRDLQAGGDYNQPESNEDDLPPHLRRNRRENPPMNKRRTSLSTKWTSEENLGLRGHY
PAD4 inh – blocks human protein arginine deiminase 4. Q9UM07. recombinant PAD4, RCA probe fluorescence polarization. inhibition, % at 6.36 µM. actives 0.41% (n = 330,000);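 active means percent inhibition above a cutoff equal to the mean of all tested compounds plus 3 SD, cut at about 15% in these data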;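 further: 0% = PAD4 with RCA probe and DMSO and 100% = probe without PAD4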
MCL1 BIM primary – disrupts human MCL1 binding to BIM-BH3 peptide. Q07820. GST-MCL1 / FITC-Bim-BH3 fluorescence polarization. inhibition, % at 10.9 µM. actives 0.68% (n = 320,000). AID 2057;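 active means inhibition above the mean inhibition of all tested compounds plus 3 SD, set per campaign, cut at about 40% in these data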;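 further: 0% = DMSO wells and 100% = unlabeled Bim-BH3 peptide control; higher means more loss of mP so more displacement of Bim peptide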
GSTO1 inh – GSTO1 inhibition, counter-screen for RBBP9 inhibitors | AID 1974 | inhibition, % at 5.96 µM | recombinant GSTO1, activity-based probe fluorescence polarization | actives 1.1% (n = 300,000);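 active means inhibition above the campaign mean inhibition plus 3 SD, cut at about 35% in these data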;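 further: 0% = GSTO1-1 with DMSO and 100% = wells lacking GSTO1-1 enzyme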
Target sequence (P78417 whole entry, looked up): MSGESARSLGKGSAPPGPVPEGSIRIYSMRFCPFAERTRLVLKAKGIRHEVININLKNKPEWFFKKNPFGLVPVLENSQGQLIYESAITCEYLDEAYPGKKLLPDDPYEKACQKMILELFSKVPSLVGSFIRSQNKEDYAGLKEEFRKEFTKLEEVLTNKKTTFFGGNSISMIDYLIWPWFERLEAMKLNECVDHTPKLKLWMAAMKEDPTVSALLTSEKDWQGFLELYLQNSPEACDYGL
PME-1 primary – PME-1 (human) inhibition; Q9Y570; recombinant PME-1, FP-Rh probe fluorescence polarization; inhibition, % at 5.9 µM; actives 0.53% (n = 320,000); AID 2130;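 active means inhibition above the campaign mean of all compounds plus 3 SD, cut at about 26% in these data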;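 further: competitive labeling of PME-1 active site by serine hydrolase directed probe; 0% = PME-1 with DMSO and 100% = wells lacking PME-1 enzyme; inhibitors block probe labeling so polarization falls and inhibition rises; many of its hits are not listed in these tables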
Target sequence (Q9Y570 whole entry, looked up): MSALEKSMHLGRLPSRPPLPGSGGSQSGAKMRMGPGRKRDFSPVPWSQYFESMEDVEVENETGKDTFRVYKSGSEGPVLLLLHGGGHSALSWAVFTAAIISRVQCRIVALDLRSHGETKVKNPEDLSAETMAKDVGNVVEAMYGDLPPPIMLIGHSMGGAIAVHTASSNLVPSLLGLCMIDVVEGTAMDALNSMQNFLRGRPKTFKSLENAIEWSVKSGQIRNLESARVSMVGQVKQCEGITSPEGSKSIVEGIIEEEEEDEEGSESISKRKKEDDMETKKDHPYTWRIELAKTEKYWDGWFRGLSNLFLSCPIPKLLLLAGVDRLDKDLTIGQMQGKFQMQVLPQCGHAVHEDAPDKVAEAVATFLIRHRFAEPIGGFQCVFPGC
Fam108B inh – Fam108B inhibition, counter-screen for RBBP9 inhibitors. recombinant Fam108B, FP-Rh probe fluorescence polarization. AID 1947. actives 0.33% (n = 300,000). inhibition, % at 9.51 µM;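 active means inhibition above the screen mean inhibition plus 3 SD, computed separately per campaign, cut at about 18% in these data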;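 further: inhibitors lower polarization as less probe binds the enzyme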
GLD-1 RNA inh – GLD-1-TGE RNA interaction inhibition (C. elegans) | actives 0.44% (n = 320,000) | purified GLD-1 + fluorescein TGE RNA, fluorescence polarization | AID 2280 | inhibition, % at 5.96 µM;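 active means percent inhibition above a per-plate cutoff, the plate mean of test compounds plus 3 SD, cut at about 30% in these data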;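 further: 0% = DMSO wells with GLD-1 and probe and 100% = wells lacking GLD-1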
Bcl-xL primary – Bcl-xL (human) inhibition | Q07817 | GST-Bcl-xL / FITC-Bim BH3 peptide fluorescence polarization | inhibition, % at 10.9 µM | actives 0.7% (n = 320,000) | AID 2129;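 active means inhibition above the mean of all tested compounds plus 3 SD, cutoff set per campaign, cut at about 30% in these data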;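 further: 0% = DMSO wells and 100% = unlabeled Bim-BH3 peptide competitor; inhibitors lower millipolarization by displacing the labeled peptide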
TPT1 inh – blocks Candida albicans tRNA 2'-phosphotransferase; recombinant caTPT1, FP RNA substrate dephosphorylation; inhibition, % at 5 µM; actives 0.81% (n = 300,000);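 active means inhibition above the mean of all tested compounds plus 3 SD, set per screening campaign, cut at about 24% in these data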;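 further: plate controls were DMSO alone for no effect and ferristatin control at 100 nM for full effect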
An asterisk follows results filed as active; . = no result given.

SMILES	MEX-5 binding	PAD4 inh	MCL1 BIM primary	GSTO1 inh	PME-1 primary	Fam108B inh	GLD-1 RNA inh	Bcl-xL primary	TPT1 inh
Cc1csc(NC(=O)C2CCCN(S(=O)(=O)c3cccnc3)C2)n1 (stereo not drawn)	0.4	-2	-8	-1	3	0	0	2	-2
CSCCC(NS(=O)(=O)c1ccc(Cl)cc1)C(=O)OCc1c(Cl)cccc1Cl (stereo not drawn)	-3.0	-1	-1	-2	-7	-13	3	9	-4
O=C(Cc1ccc(Cl)cc1)NN1C(=O)c2ccccc2C1=O	-3.5	-2	1	2	3	-2	-2	2	-3
CC(C)C(NS(=O)(=O)c1cccs1)C(=O)NCc1ccccc1 (stereo not drawn)	1.9	-1	5	7	-2	-2	2	3	1
CCOc1ccc(/C=C/C(=O)Oc2ccccc2)cc1	-0.5	0	3	0	2	-1	8	-1	1
COCCNC(=O)Cn1c(=O)n(Cc2ccco2)c(=O)c2ccccc21	1.1	-3	6	6	-4	-5	-3	3	-2
CC(=O)c1c(C)[nH]c(C(=O)OCc2cc(=O)n3cc(Br)ccc3n2)c1C	.	1	-8	.	-2	.	5	-5	.
Cc1ccc(NC(=O)C2CC(=O)NC(N3CCCCC3)=N2)cc1Cl (stereo not drawn)	0.5	-4	9	9	2	-3	1	3	-4
CCN(CC(=O)NCc1cccs1)C(=O)CCOc1ccccc1C	0.5	2	-3	6	0	-3	3	-2	-2
O=C(OCC(=O)N1CCC(Cc2ccccc2)CC1)c1ccc[nH]c1=O	1.7	-4	-3	3	1	0	5	4	2
Clc1ccc(-n2nnnc2CN2CCOCC2)cc1Cl	-0.2	-1	8	3	-4	5	0	3	-2
CCn1c(=O)c(C(=O)Nc2ccccn2)c(O)c2ccccc21	0.9	-1	-1	0	-2	-1	0	1	-2
NC(=S)NN=C1c2cc(OCCN3CCOCC3)ccc2-c2ccc(OCCN3CCOCC3)cc21	-4.0	-2	12	-12	9	3	7	9	-5
CC(Sc1nc2ccccc2c(=O)n1C)C(=O)N(C)C1CCCCC1 (stereo not drawn)	-4.3	-2	-4	-7	0	-5	7	-1	1
CCOc1ccc(-c2nnc(NC(=O)c3ccc(OCC(C)C)c(OC)c3)o2)cc1	-0.5	-5	-4	-3	-3	2	4	-1	-2
Cc1nc(SCc2ccc(Cl)cc2)ncc1C(=O)O	-1.6	-2	3	7	-1	1	3	6	-4
O=C(CNC(=O)c1cccc(F)c1)OCc1cc(=O)n2cc(Br)ccc2n1	-0.2	-3	3	5	0	-1	4	10	3
CC(NC(=O)C(=O)NN=C1CCCCCCC1)c1ccccc1 (stereo not drawn)	0.6	-7	0	10	-3	-5	-18	3	1
CC(C)(C)OC(=O)NN1CC(=O)N2Cc3ccccc3C[C@@H]2C1=O	1.3	2	3	2	-3	-6	-7	3	-2
COc1ccccc1N1CCc2c(C)nc3c(OC)cccc3c21	0.6	-1	6	-13	-10	-1	7	6	-2
O=C(O)c1ccc(S(=O)(=O)NCC2CCCO2)cc1 (stereo not drawn)	-1.1	-1	3	4	-1	0	5	3	2
Cc1ccc(CC(=O)O/N=C(\N)c2cccc([N+](=O)[O-])c2)cc1	1.2	6	6	3	0	4	8	-4	-2
CN(Cc1ccccc1)C(=O)CCc1ccccc1	0.0	2	-1	-2	6	-1	3	1	3
Cn1cnnc1SCC(=O)c1ccc2c(c1)NC(=O)CO2	.	-1	3	.	1	.	-3	2	.
COc1ccc(NC(=O)Nc2c(C)n(-c3ccccc3)c(=O)n2C)cc1OC	1.2	-5	0	0	-3	9	5	2	1

Further records follow:
SMILES	MEX-5 binding	PAD4 inh	MCL1 BIM primary	GSTO1 inh	PME-1 primary	Fam108B inh	GLD-1 RNA inh	Bcl-xL primary	TPT1 inh
CCC(C)C(NC(C)=O)C(=O)NC(=O)NC(c1ccccc1)c1ccccc1 (stereo not drawn)	2.0	2	-7	1	6	2	3	1	1
CCCCN(C(=O)c1c(CC)noc1C)c1c(N)n(CC(C)C)c(=O)[nH]c1=O	.	2	-9	.	0	.	3	-2	.
O=C(NCCCCNC(=O)C(F)(F)F)C(F)(F)F	-1.4	2	2	11	1	-2	8	5	-6
COc1ccc(Nc2nc(NCC3CCCO3)nc(N)c2[N+](=O)[O-])cc1 (stereo not drawn)	0.9	-2	-1	5	3	5	8	2	-4
Cc1ccc(S(=O)(=O)NC2CC2)cc1	-0.4	-4	-3	4	2	3	-2	-1	-4
O=C(Nc1ccc2c(c1)CN(Cc1ccccc1O)CC2)C1CCCO1 (stereo not drawn)	-0.4	1	0	0	-4	1	-1	2	1
CN(C1CCCCC1)S(=O)(=O)c1ccc(NC(=O)c2ccco2)cc1	-1.0	-2	10	-6	3	-3	-6	8	-9
CCCc1nnc(NC(=O)CN2C(=O)c3ccccc3C2=O)s1	2.9	-5	-7	20	5	3	5	-4	4
COc1ccc2[nH]c(O)c(N=NC(=O)Cc3cccs3)c2c1	-1.0	-3	32	24	24	15	-5	10	8
CCN1CCN(C(c2nnnn2Cc2ccc3c(c2)OCO3)C(C)C)CC1 (stereo not drawn)	-1.7	1	10	2	-5	2	-2	1	-3
O=C(COC(=O)Cc1c[nH]c2ccccc12)NCCc1ccccc1	1.1	-2	-4	14	1	1	10	0	1
Cc1ccc2nc(NC(=O)C3CCCN(S(=O)(=O)c4cccc5nsnc45)C3)sc2c1 (stereo not drawn)	6.5	4	7	-4	-11	-9	-8	6	-9
O=c1cc(Cn2nnc(-c3ccc(Cl)cc3)n2)nc2sccn12	0.2	-5	2	4	-4	2	1	5	2
CCn1c(COc2ccc(OC)cc2)nnc1SCC(=O)Nc1cc(OC)ccc1OC	0.2	-6	4	-4	-6	-1	3	5	3
CCNC(=S)Nc1cc(Cl)ccc1Oc1ccccc1	-1.4	3	5	1	5	6	-3	2	2
Cc1c(/C=N/NC(=O)c2cccs2)c2ccccc2n1Cc1ccccc1Cl	-3.1	2	1	2	5	4	0	-2	1
CC(C)CNc1nc(N)c([N+](=O)[O-])c(NC2CCCCC2)n1	0.1	0	-10	-3	-3	-1	3	-3	2
O=C(NCCCN1CCOCC1)c1sc2cc([N+](=O)[O-])ccc2c1Cl	-1.8	-7	-14	2	-6	-11	-6	-1	0
CC1CC(=O)Nc2ccccc2N1S(=O)(=O)c1ccc(Br)cc1 (stereo not drawn)	1.5	-10	-3	-4	3	0	-7	3	1
O=P(O)(CCc1ccccn1)CN1CCOCC1	2.5	-11	4	1	-10	-2	3	0	1
CCOC(=O)CSc1nc2ccccc2c(=O)n1CC(C)C	2.2	0	-2	-1	-2	5	-2	2	-4
CCN(Cc1ccccc1)C(=O)CCS(=O)(=O)c1ccc2c(c1)NC(=O)CO2	-2.3	-1	6	4	-2	1	-5	7	0
CC1Cc2cc(/C(O)=C3/C(=O)C(=O)N(Cc4ccco4)C3c3cccs3)ccc2O1 (stereo not drawn)	-1.4	1	10	12	-5	-3	10	5	0
CCOc1cc(/C=N/N=C(N)N)ccc1OCc1ccc(Cl)cc1	2.3	-5	-4	-3	12	2	1	-3	2
O=[N+]([O-])c1ccccc1CNC1CCCCCC1	0.0	2	8	1	2	-2	3	6	-3

Ordered by formula weight (low to high): part of the list above.
SMILES	MEX-5 binding	PAD4 inh	MCL1 BIM primary	GSTO1 inh	PME-1 primary	Fam108B inh	GLD-1 RNA inh	Bcl-xL primary	TPT1 inh
O=[N+]([O-])c1ccccc1CNC1CCCCCC1	0.0	2	8	1	2	-2	3	6	-3
CCOc1cc(/C=N/N=C(N)N)ccc1OCc1ccc(Cl)cc1	2.3	-5	-4	-3	12	2	1	-3	2
CN(C1CCCCC1)S(=O)(=O)c1ccc(NC(=O)c2ccco2)cc1	-1.0	-2	10	-6	3	-3	-6	8	-9
CC1Cc2cc(/C(O)=C3/C(=O)C(=O)N(Cc4ccco4)C3c3cccs3)ccc2O1 (stereo not drawn)	-1.4	1	10	12	-5	-3	10	5	0

(further entries)
SMILES	MEX-5 binding	PAD4 inh	MCL1 BIM primary	GSTO1 inh	PME-1 primary	Fam108B inh	GLD-1 RNA inh	Bcl-xL primary	TPT1 inh
CCN(c1ccccc1)c1nc(C#N)nc(N(CC)c2ccccc2)n1	0.6	-2	4	1	-4	-10	1	2	0
CN=c1scc(C)n1/N=C/c1ccc2c(c1)OCO2	0.4	0	6	2	5	-4	-6	7	-4
CC1(c2nnc(-c3ccccc3)o2)CC(c2cccc(Cl)c2)=NO1 (stereo not drawn)	-2.6	-5	1	2	5	-4	-2	-1	-4
CCN(CC)CC(=O)N1CCCC(C(=O)c2ccccc2OC)C1 (stereo not drawn)	-1.6	2	5	3	2	-1	0	-4	6
O=C1NC(=Nc2ccc(F)cc2)SC1Cc1ccc(F)cc1 (stereo not drawn)	1.9	-1	-1	4	-2	-2	5	1	-5
COc1ccc(OC)c(Cc2nnc(CCC(=O)N3CCCCC3)o2)c1	-0.6	-2	7	0	-6	2	1	4	-3
Cc1nc(-c2ccccn2)sc1C(=O)Nc1ccc(Cl)c(Cl)c1	0.4	-5	-4	-8	-27	-42	6	1	2
CCCCS(=O)(=O)c1sc2nc(C)cc(C)c2c1N	0.6	-2	2	-3	0	2	-3	4	-1
COC(=O)c1c(F)c(F)c(NCCO)c(F)c1F	0.0	-1	5	-2	3	3	4	2	-1
O=C(NCC(c1ccco1)N1CCN(c2ccccc2F)CC1)C1CCCCC1 (stereo not drawn)	3.4	-1	1	2	3	-1	5	2	2
O=c1[nH]c(/C=C/c2ccccc2[N+](=O)[O-])nc2ccccc12	2.4	-3	0	-1	2	0	5	-1	1
O=C(Cn1cc(C(=O)c2ccco2)c2ccccc21)NC1CCCC1	1.0	-3	8	-2	2	1	0	14	-6
CCOc1ccc(N2C(=O)CS/C2=N/NC(=O)COc2ccc3ccccc3c2)cc1	-0.9	-4	-8	1	0	0	-2	1	-1
COC(=O)C1=C(C)NC(=O)C1(NS(=O)(=O)c1ccc(C)cc1)C(F)(F)F (stereo not drawn)	0.9	0	9	-2	-4	2	7	4	-3
O=C(/C=C/c1ccccc1)NC(NC(=S)Nc1cccc(O)c1)C(Cl)(Cl)Cl (stereo not drawn)	0.0	-19	5	-27	-27	-21	8	2	3
CNC(=O)c1cc(C)c(-c2ccccc2)s1	-6.0	-4	6	3	4	-2	3	8	-2
Cc1ccc(S(=O)(=O)N(C)/N=C2/C(=O)N(CC(=O)O)c3ccccc32)cc1	2.8	-3	2	0	-4	2	6	8	2
COc1ccc(CNC(=O)CN2C(=O)c3ccccc3C2=O)cc1	0.2	-6	6	2	-9	-5	5	7	-2
CC1=C(C(=O)Nc2ccccc2)C2(CCCCC2)C(C#N)=C(SCC(N)=O)N1	0.9	1	-4	-4	2	2	8	6	-11
CCN(CC)CC(=O)Nc1ccc(Oc2ccc(NC(=O)CN(CC)CC)cc2)cc1	2.2	-3	4	-2	-1	2	-6	11	-2
CCN1C(=O)N(c2ccc(Cl)cc2)C(C)=CC1(C)C	2.5	-2	-3	-4	-5	-2	3	1	-1
Cc1ccccc1NC1=C/C(=N\S(=O)(=O)c2ccc(C(=O)O)cc2)c2ccccc2C1=O	-0.1	71*	14	90*	36*	54*	12	18	1
CN(Cc1ccccc1)Cc1nc2c(c(=O)n(C)c(=O)n2C)n1Cc1ccccc1Cl	2.0	2	3	0	1	3	5	5	-3
O=C(CCN=C1NS(=O)(=O)c2ccccc21)OCC(=O)c1ccccc1	-2.6	1	-1	1	0	-3	3	0	-1
Cc1cc2nc(C)c(Cl)c(=O)n2[nH]1	2.8	3	-6	8	3	3	5	0	-4
[O-]/C(=C(\C(=S)NCc1ccccc1)[n+]1ccccc1)c1ccc(Cl)s1	-0.6	-8	0	6	8	3	-12	2	2

This is a subset; rates above refer to the full screens.
